Screens as filed in PubChem BioAssay.
AGP1 TOR yeast: modulators of TOR pathway AGP1-GFP in S. cerevisiae; GFP response vs DMSO, % at 10 µM; S. cerevisiae AGP1-GFP multiplex flow cytometry, 3 h; GFP as percent of DMSO wells; 320,000 tested, 0.02% active; AID 2066;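 active = GFP response relative to DMSO above a set limit, near screen average plus 3 SD, cut at about 150% in these data; inconclusive = fewer than 70 cells counted for the yeast strain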;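 also: median GFP channel fluorescence of the gated AGP1 strain per well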
VLA-4 inh: inhibition in a human VLA-4 binding assay; P13612; VLA-4 expressing cells, ligand binding flow cytometry; inhibition, % (about 7 µM as worked out from the volumes in the protocol); 330,000 tested, 0.2% active; AID 2557; in the data active = inhibition above about 50%
GLD-1 TGE inh: GLD-1-TGE RNA interaction inhibition (C. elegans) | purified GLD-1 + fluorescein TGE RNA, fluorescence polarization | inhibition, % at 5.96 µM | 320,000 tested, 0.44% active | AID 2280;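 active = percent inhibition above a per-plate cutoff, the plate mean of test compounds plus 3 SD, cut at about 30% in these data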;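 also: 0% = DMSO wells with GLD-1 and probe and 100% = wells lacking GLD-1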
Target sequence (Q17339 whole entry, looked up): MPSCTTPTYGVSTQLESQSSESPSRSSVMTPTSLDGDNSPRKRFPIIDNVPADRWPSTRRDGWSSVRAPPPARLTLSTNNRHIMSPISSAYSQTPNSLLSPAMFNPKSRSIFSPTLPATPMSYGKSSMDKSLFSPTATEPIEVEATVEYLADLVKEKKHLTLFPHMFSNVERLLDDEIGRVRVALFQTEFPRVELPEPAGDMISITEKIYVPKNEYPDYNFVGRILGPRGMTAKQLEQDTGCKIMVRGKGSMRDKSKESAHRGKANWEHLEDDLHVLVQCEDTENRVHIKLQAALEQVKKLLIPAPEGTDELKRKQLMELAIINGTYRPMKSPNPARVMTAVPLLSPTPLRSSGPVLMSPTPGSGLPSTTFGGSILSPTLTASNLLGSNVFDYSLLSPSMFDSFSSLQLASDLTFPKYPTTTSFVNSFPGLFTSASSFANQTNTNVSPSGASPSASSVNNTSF
GRK2 aptamer HTS: blocks RNA aptamer binding to human GRK2; P25098; bead flow cytometry, FAM-aptamer displacement from GRK2; inhibition of aptamer binding, % at 10 µM; 330,000 tested, 0.59% active;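 active = inhibition of aptamer binding above 40%, roughly 3 SD of noise, on plates passing a quality check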;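 also: median bead fluorescence of bound FAM aptamer so fluorescent compounds give negative values; no value below 0 was filed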
MEX-5 binding: C. elegans MEX-5 TCR-2 RNA binding activity. activity score (negative = inhibition of binding), % at 10 µM. 300,000 tested, 0.38% active. AID 1832. MEX-5/FITC-TCR2 RNA binding, fluorescence polarization; active compounds read low;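 active = inhibition past about -25% in most replicates, and total fluorescence under double the plate's negative control median, limit read from the data; inconclusive = replicates evenly split on the limit, or fluorescence at least double controls; inactive = too little inhibition in most replicates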;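 also: 0% = DMSO and -100% = 5 µM competing unlabeled TCR2 RNA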
BCLXL inh: Bcl-xL (human) inhibition | Q07817 | GST-Bcl-xL / FITC-Bim BH3 peptide fluorescence polarization | inhibition, % at 10.9 µM | 320,000 tested, 0.7% active;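 active = inhibition above the mean of all tested compounds plus 3 SD, cutoff set per campaign, cut at about 30% in these data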;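 also: 0% = DMSO wells and 100% = unlabeled Bim-BH3 peptide competitor; inhibitors lower millipolarization by displacing the labeled peptide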
Target sequence (Q07817 whole entry, looked up): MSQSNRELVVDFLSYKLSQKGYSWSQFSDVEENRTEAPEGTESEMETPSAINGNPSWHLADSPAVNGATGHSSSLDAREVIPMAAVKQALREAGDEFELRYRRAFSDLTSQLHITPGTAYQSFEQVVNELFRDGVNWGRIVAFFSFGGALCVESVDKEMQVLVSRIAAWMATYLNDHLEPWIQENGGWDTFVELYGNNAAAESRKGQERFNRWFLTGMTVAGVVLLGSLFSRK
MCL1-BIM inh: disrupts human MCL1 binding to BIM-BH3 peptide | Q07820 | GST-MCL1 / FITC-Bim-BH3 fluorescence polarization | inhibition, % at 10.9 µM | 320,000 tested, 0.68% active | AID 2057;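 active = inhibition above the mean inhibition of all tested compounds plus 3 SD, set per campaign, cut at about 40% in these data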;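 also: 0% = DMSO wells and 100% = unlabeled Bim-BH3 peptide control; higher means more loss of mP so more displacement of Bim peptide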
Target sequence (Q07820 whole entry, looked up): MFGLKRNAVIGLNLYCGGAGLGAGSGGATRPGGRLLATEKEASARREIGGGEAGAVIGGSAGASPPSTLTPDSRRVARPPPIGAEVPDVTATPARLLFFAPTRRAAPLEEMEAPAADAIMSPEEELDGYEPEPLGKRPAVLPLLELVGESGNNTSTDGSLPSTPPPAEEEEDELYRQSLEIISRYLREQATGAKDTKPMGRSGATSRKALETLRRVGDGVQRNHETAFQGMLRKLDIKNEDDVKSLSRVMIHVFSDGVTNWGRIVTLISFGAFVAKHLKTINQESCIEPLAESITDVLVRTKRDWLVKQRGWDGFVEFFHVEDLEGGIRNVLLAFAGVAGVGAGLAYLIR
Fam108B inh: blocks mouse Fam108B hydrolase in RBBP9 counter-screen; inhibition, % at 9.51 µM; 300,000 tested, 0.33% active; recombinant Fam108B, FP-Rh probe fluorescence polarization;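 active = inhibition above the screen mean inhibition plus 3 SD, computed separately per campaign, cut at about 18% in these data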;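 also: inhibitors lower polarization as less probe binds the enzyme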
CIT2-GFP yeast: alters CIT2-GFP fluorescence in TOR pathway yeast screen. S. cerevisiae CIT2-GFP strain, flow cytometry, 3 h; 100 means same as DMSO wells. GFP response vs DMSO, % at 10 µM. 320,000 tested, 0.065% active. AID 2029;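 active = GFP response relative to DMSO above a set limit, near the screen mean plus 3 SD, cut at about 150% in these data; inconclusive = Fewer than 70 cells measured for a yeast strain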;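 also: ratio of well median GFP fluorescence to mean of DMSO wells on the plate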
* hit, by the source's call; ? = inconclusive; · = not tested or not shown; [ ] = another dose, or the depositor's remark.

SMILES | AGP1 TOR yeast | VLA-4 inh | GLD-1 TGE inh | GRK2 aptamer HTS | MEX-5 binding | BCLXL inh | MCL1-BIM inh | Fam108B inh | CIT2-GFP yeast
Cc1cc2cc(C)c(NCCNC(=O)c3ccccc3F)nc2cc1C | 98.4 | 5.2 | -0.6 | 0.0 | 1.2 | -6.5 | -5.3 | 3.7 | 99.8
Cc1nnc(SCc2nnc(-c3cccs3)o2)s1 | 92.3 | -8.2 | 2.7 | 9.0 | -0.2 | -6.4 | -7.2 | -0.5 | 97.0
O=C(Nc1cccc(-c2nc3ccccc3s2)c1)c1ccc2c(c1)OCO2 | 103.0 | -4.0 | 2.8 | 2.0 | -2.2 | 1.2 | -1.4 | -13.8 | 101.1
Cc1ccc(Cl)cc1N1CCN(C(=O)c2ccc3nc[nH]c3c2)CC1 | 100.4 | 3.2 | 2.4 | 2.0 | 2.6 | 5.6 | 13.0 | 0.8 | 100.2
COc1ccccc1NC(=O)COc1ccc2ccccc2c1 | 93.8 | 10.3 | 9.3 | 0.0 | 3.1 | 6.3 | 5.5 | -0.9 | 90.1
COc1ccc(S(=O)(=O)N2CCCC(C(=O)NCc3cccnc3)C2)cc1 (stereo unspecified) | 103.0 | 8.5 | 3.9 | 0.0 | -1.5 | 7.6 | 7.5 | 2.4 | 104.7
NS(=O)(=O)c1cccc(NC(=O)CCSc2ccc(Cl)cc2)c1 | 90.9 | 8.4 | 5.0 | 0.0 | 1.0 | 5.0 | 9.2 | 6.4 | 89.1
Cn1c(CN2CCCCC2)nc2cc([N+](=O)[O-])ccc21 | 100.3 | 1.9 | 2.0 | 0.0 | 2.4 | 2.2 | -3.4 | 0.0 | 96.7
CO/N=C(/COc1ccc(F)cc1)c1ccc(OC)cc1 | 98.2 | 14.7 | -2.3 | 0.0 | 2.1 | 14.7 | 2.9 | 4.1 | 103.1
CC(=O)OCC1=C(C(=O)O)N2C(=O)C(NC(=O)CCn3nc(C)c(Cl)c3C)C2SC1 (stereo unspecified) | 96.4 | 0.5 | -3.8 | 5.0 | -3.5 | 6.0 | 5.7 | -1.6 | 97.0
N#Cc1ccc(C(=O)OCC(=O)N2CCOCC2)cc1 | 102.0 | 1.7 | 4.9 | 1.0 | 1.6 | 1.4 | -1.1 | 8.8 | 105.7
COc1cc(Cc2ccc(N)c(OC)c2)ccc1N | 94.4 | 9.5 | 2.6 | 0.0 | 2.5 | -0.4 | -1.1 | 2.0 | 102.7
O=C(OCC1OC2C(Oc3nc(=O)ccn32)C1O)c1ccccc1 (stereo unspecified) | 100.0 | 0.8 | -6.3 | 0.0 | -3.2 | 0.1 | 4.4 | 0.5 | 92.2
N/C(=N\OC(=O)Cc1cccs1)c1ccccc1 | 108.6 | 6.0 | -3.9 | 0.0 | 1.7 | 7.3 | 2.6 | 4.1 | 108.9
CCN(C[C@H]1N[C@@](CC)(C(=O)OC)[C@H]2C(=O)N(Cc3ccccc3)C(=O)[C@@H]12)S(=O)(=O)c1ccc(C(F)(F)F)cc1 | 80.2 | 8.5 | 7.6 | 4.0 | · | · | · | · | 80.8
CC(=O)OCC1OC(OCc2cn(C[C@H]3CC[C@@H]([C@@H]4CC[C@H](Cn5cc(COC6OC(COC(C)=O)C(OC(C)=O)C(OC(C)=O)C6OC(C)=O)nn5)O4)O3)nn2)C(OC(C)=O)C(OC(C)=O)C1OC(C)=O (stereo partly specified) | 88.3 | 32.2 | -9.4 | 0.0 | 0.4 | 0.3 | 3.6 | -2.3 | 107.6
O=C(NCc1ccc(Cl)cc1)C1CCC(CNc2c(N3CCOCC3)c(=O)c2=O)CC1 (stereo unspecified) | 96.9 | -10.4 | -0.1 | 0.0 | 0.5 | 9.6 | 2.0 | -0.8 | 87.1
O=C(NNC(=O)c1ccco1)c1cccc(Br)c1 | 101.0 | 13.1 | -4.8 | 0.0 | -0.5 | 2.6 | 9.6 | 1.3 | 110.0
O=C1OCCN1S(=O)(=O)Nc1ccccc1 | 103.7 | -0.5 | 0.7 | 0.0 | 2.5 | 1.4 | -1.7 | 3.3 | 108.4
COc1ccc(C(=O)NCCCNC(=O)c2ccc(C)nc2)cc1 | 97.8 | 2.2 | 1.5 | 2.0 | -0.2 | 5.1 | 5.8 | -2.6 | 91.8
Cc1nc(NS(=O)(=O)c2ccccc2)sc1C(=O)NN | 99.9 | -0.4 | 0.0 | 1.0 | 6.8 | 4.2 | 6.6 | -3.3 | 99.2
COc1ccc(OC)c(S(=O)(=O)N2CCc3ccccc32)c1 | 87.4 | 3.3 | -1.4 | 0.0 | 1.9 | 0.4 | 5.8 | -5.0 | 80.9
O=C(CCC1CCCC1)NNC(=O)c1ccc(F)cc1 | 102.2 | 6.9 | 4.1 | 3.0 | · | -0.4 | 1.1 | · | 98.2
O=C(NCCS(=O)(=O)N1CCN(Cc2ccccc2)CC1)c1ccc(F)cc1 | 112.6 | 11.5 | 7.2 | 1.0 | 0.5 | 2.6 | -2.8 | -1.5 | 92.5
COc1ccc2c(CC(=O)Nc3nccs3)coc2c1 | 98.6 | 3.5 | 0.6 | 4.0 | 3.7 | -1.9 | -7.6 | 1.0 | 94.8
SMILES | AGP1 TOR yeast | VLA-4 inh | GLD-1 TGE inh | GRK2 aptamer HTS | MEX-5 binding | BCLXL inh | MCL1-BIM inh | Fam108B inh | CIT2-GFP yeast
CCCCn1c(N)c(N(CCC(C)C)C(=O)c2c(C)noc2C)c(=O)[nH]c1=O | 92.2 | 1.5 | 7.0 | 0.0 | -0.2 | -1.2 | -1.0 | 2.1 | 83.1
Cc1cccc(C(=O)NC2CCN(C(=S)NCc3ccco3)CC2)c1 | 116.0 | -9.6 | 13.3 | 0.0 | -2.7 | 3.8 | 9.0 | 2.6 | 113.0
C#C[C@]1(O)CC[C@H]2[C@@H]3CCc4cc(O)ccc4[C@H]3CC[C@@]21C | 91.0 | 37.8 | 3.1 | 0.0 | -9.1 | 0.0 | 20.6 | -1.6 | 71.1
NNc1nc2ccc(F)cc2s1 | 96.5 | 6.1 | 2.4 | 2.0 | -0.5 | -1.9 | -3.2 | 3.9 | 94.0
COc1ccc(C(=O)N2CCOC2CNC(=O)C(=O)NCc2ccc3c(c2)OCO3)cc1 (stereo unspecified) | 103.2 | -12.1 | -2.3 | 1.0 | -2.5 | 3.6 | 7.5 | 4.3 | 101.0
CSc1ccccc1NC(=O)CN(C)C(=O)C1CCN(C(=O)Nc2ccccc2)CC1 | 85.7 | 1.9 | -0.6 | 2.0 | 1.5 | 4.4 | 0.1 | 2.4 | 87.9
CCc1nc2nc(C)c(NS(=O)(=O)c3ccc(C4CCCCC4)cc3)c(=O)n2[nH]1 | 95.9 | -1.1 | -8.4 | 1.0 | 0.4 | -4.2 | -4.8 | -3.1 | 100.7
CCCC(=Nc1ccccc1)C1=C(O)C(C(=O)OC)C(C)(C)CC1=O (stereo unspecified) | 101.6 | 14.6 | -1.3 | 2.0 | -0.5 | 1.4 | -4.7 | 0.4 | 97.3
CCOC(=O)c1c(N)sc2c1CCCC2 | 96.3 | 8.8 | -0.2 | 0.0 | -1.1 | 10.2 | 17.1 | 0.1 | ·
Cc1nn(CC#N)c(=O)n1-c1ccccc1 | 100.0 | 6.1 | -10.6 | 0.0 | 2.3 | 2.4 | -1.8 | 2.4 | 91.7
O=C(Nc1ccc(N2CCOCC2)cc1)c1cc(-c2ccncc2)nc2ccccc12 | 103.7 | -1.1 | -1.1 | 3.0 | 2.7 | 8.3 | 12.0 | 4.0 | 99.6
O=C(NCc1ccco1)[C@@H]1CCCN1C(=O)c1cccs1 | 103.8 | 18.8 | 2.2 | 4.0 | -0.8 | 2.8 | -6.6 | -0.4 | 100.3
Cc1cc(C)c2[nH]c(=O)c(CN(Cc3cccs3)C(=S)NCc3ccco3)cc2c1 | 104.9 | -10.9 | -10.6 | 0.0 | 6.2 | 6.0 | 4.4 | -7.2 | 107.0
C=CCn1c(SCC(=O)NC2CCCCC2)nnc1C1CCCCC1 | 104.4 | -5.4 | 8.9 | 0.0 | 2.3 | 0.2 | -6.5 | -1.2 | 104.7
Cc1cc(-c2nn(C)c(=O)c3ccccc23)cc(C)c1O | · | 1.9 | -1.8 | 0.0 | -0.5 | 4.5 | -8.8 | -0.4 | ·
COC(=O)c1ccccc1NC(=O)NCCc1ccccc1OC | 103.7 | -7.0 | -2.4 | 0.0 | 0.8 | -0.2 | 0.0 | 5.8 | 101.4
Oc1ccc(/C=N/NC(=S)Nc2cccnc2)cc1 | 95.9 | 7.0 | 7.0 | 1.0 | -1.7 | 8.3 | 0.1 | -3.5 | 106.2
CN1CCN(CC#CCn2c3ccccc3c3ccccc32)CC1 | 95.5 | 12.5 | 4.1 | 0.0 | -2.5 | 2.9 | 1.5 | -2.1 | 101.3
CC(=O)N1Cc2ccccc2CC1C(=O)N1CCN(c2ccccc2)CC1 (stereo unspecified) | 92.8 | -25.5 | -2.7 | 0.0 | -2.3 | -6.6 | -9.2 | -5.1 | 104.2
Fc1ccc(C2=CC(c3ccco3)n3nnnc3N2)cc1 (stereo unspecified) | 101.4 | 6.8 | -6.5 | 0.0 | -3.9 | 0.2 | -4.0 | 1.9 | 97.5
O=C(O)c1cc(S(=O)(=O)N2CCCCCC2)c(Cl)cc1Cl | 110.2 | 8.0 | 6.2 | 2.0 | 2.0 | 3.4 | 4.1 | -2.4 | 100.7
COc1ccc(C(NC(=O)c2ccco2)c2ccc(OC)c(OC)c2)cc1 (stereo unspecified) | ? | -4.8 | 1.1 | 0.0 | 1.8 | 3.7 | 2.5 | -0.7 | 90.4[may fluoresce red]
COc1ccc(OC)c(-c2cc(C3CCN(c4ncccc4[N+](=O)[O-])CC3)[nH]n2)c1 | 97.0 | 3.9 | 5.3 | 3.0 | -3.2 | 3.4 | 7.0 | 3.7 | 98.5
O=C(NNc1ccccc1F)C1CCC1 | 96.8 | -0.4 | 3.6 | 3.0 | -0.9 | -3.5 | 1.4 | 0.0 | 90.6
NC(=S)N/N=C/c1ccc2c(c1)OCCO2 | 108.4 | 8.5 | 1.0 | 2.0 | 1.4 | 1.1 | 5.0 | -0.7 | 94.0
CN1CCN(C(=O)CNC(=O)C23CC4CC(CC(C4)C2)C3)CC1 | 104.5 | 11.2 | 4.3 | 0.0 | · | · | · | · | 101.0
COc1ccc(OC)c(NC(=O)CSc2nnnn2C)c1 | 94.0 | 2.5 | -1.6 | 2.0 | 0.3 | -1.6 | -0.2 | 0.9 | 79.8
COc1ccc(C2C(=O)c3ccccc3C2=Nc2ccc(Br)cc2)cc1 (stereo unspecified) | 98.4 | 2.5 | 5.5 | 0.0 | -4.5 | -1.3 | 1.1 | 0.8 | 85.1
Cc1ccc(NC(=O)CN(C)C(=O)Cn2cc(C(F)(F)F)cc(Cl)c2=O)cc1 | 88.6 | -7.8 | 7.7 | 1.0 | 5.0 | 6.2 | 1.3 | 1.5 | 95.3

3 entries from above, arranged by their value in CIT2-GFP yeast, largest number first.
canonical_smiles	AGP1 TOR yeast	VLA-4 inh	GLD-1 TGE inh	GRK2 aptamer HTS	MEX-5 binding	BCLXL inh	MCL1-BIM inh	CIT2-GFP yeast
COc1ccc(C(=O)N2CCOC2CNC(=O)C(=O)NCc2ccc3c(c2)OCO3)cc1 (stereo unspecified)	103.2	-12.1	-2.3	1.0	-2.5	3.6	7.5	101.0
O=C(NNc1ccccc1F)C1CCC1	96.8	-0.4	3.6	3.0	-0.9	-3.5	1.4	90.6
COc1ccc(OC)c(NC(=O)CSc2nnnn2C)c1	94.0	2.5	-1.6	2.0	0.3	-1.6	-0.2	79.8

No enrichment for hits; 2.2% or so of the library scored in one or more.
